Mcl1-Bid inh: Mcl-1/Bid interaction inhibition. Q07820. TR-FRET Mcl-1/Bid-Dy647 peptide binding, 1536-well. inhibition, % at 21.7 µM. actives 0.97% (n = 220,000). AID 1021;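 active = compounds that cut the binding signal by more than half at the single screening dose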;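 note: His-tagged Mcl-1 with europium anti-His antibody binding Bid BH3 peptide; 0% = Mcl-1 plus peptide wells and 100% = peptide-only wells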
RGS8-Gao: regulators of human RGS8-Galphao interaction; P09471; multiplexed bead flow cytometry, RGS8-Galphao binding; actives lie on both sides; AID 1423; actives 0.34% (n = 220,000); response (percent of control binding), % at 10 µM; in the data active = response below about 60% or above about 140%; inactive = in between;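 note: Galphao activated as the GDP aluminium fluoride complex binding bead-coupled RGS8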
Target sequence (P09471 whole entry, looked up): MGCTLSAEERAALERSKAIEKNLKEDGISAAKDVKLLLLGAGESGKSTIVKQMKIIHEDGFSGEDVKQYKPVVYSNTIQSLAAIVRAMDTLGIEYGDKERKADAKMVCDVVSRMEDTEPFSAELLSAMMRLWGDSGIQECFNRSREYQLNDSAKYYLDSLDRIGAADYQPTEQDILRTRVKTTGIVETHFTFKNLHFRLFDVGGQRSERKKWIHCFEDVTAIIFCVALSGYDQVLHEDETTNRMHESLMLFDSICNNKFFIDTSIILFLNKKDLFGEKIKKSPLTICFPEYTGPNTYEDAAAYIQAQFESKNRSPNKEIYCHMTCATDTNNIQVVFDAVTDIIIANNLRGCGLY
GSH fluor: GSH bead compound fluorescence profile; GSH beads flow cytometry, compound fluorescence 488/530 nm; hits give high values; fluorescence (KMESF) at 10 µM; actives 0.25% (n = 190,000); AID 1776; in the data active = fluorescence above about 89;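 note: glutathione beads carrying GST-tagged Bcl family fusion proteins plus one bare bead set; values are compound well signal with DMSO vehicle wells as background; inactives centre near 16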
Pf gamet viab: P. falciparum stage V gametocyte viability inhibition; actives 0.065% (n = 150,000); P. falciparum stage V gametocytes, ATP luminescence, 24 h; inhibition, % at 10.9 µM; AID 743093;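 active = inhibition above the mean plus 3 SD of compounds within the control limits, set per campaign, cut at about 38% in these data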;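 note: 0% = DMSO wells and 100% = medium only without gametocytes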
RGS4-Gao reg: modulates binding of RGS4 to human Galphao; Multiplexed bead flow cytometry; actives lie on both sides; binding response (% of control), % at 10 µM; actives 0.33% (n = 220,000); AID 1415; in the data active = binding response below about 49% or above about 150%; inactive = in between;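 note: fluorescent Galphao activated with aluminum fluoride binding bead-coupled RGS4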
RGS7-Gao: human RGS7-Galphao interaction regulation | Multiplexed bead flow cytometry, RGS7-Galphao binding; actives lie on both sides | binding response (% of control), % at 10 µM | actives 0.35% (n = 220,000) | AID 1439; in the data active = binding response below about 49% or above about 150%; inconclusive = no clear call, values can overlap the other calls; inactive = in between;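 note: fluorescent Galphao held in activated GDP-AlF4 state binding bead-coupled RGS7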
Avidin fluor: avidin bead compound fluorescence profile | fluorescence (KMESF) at 10 µM | AID 1775 | Avidin beads, compound fluorescence 488/530 nm, flow cytometry; hits give high values | actives 0.38% (n = 220,000); in the data active = fluorescence above about 47; note: inactives centre near 10
ABCG2 block: human ABCG2 inhibition, ABCB1 as counter-screen; inhibition, % at 6.6 µM; IgMXP3 cells, JC-1 efflux, flow cytometry; actives 0.1% (n = 190,000); Q9UNQ0; AID 1325;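 active = inhibition above 80%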;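 note: 0% = DMSO and 100% = nicardipine control wells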
Target sequence (Q9UNQ0 whole entry, looked up): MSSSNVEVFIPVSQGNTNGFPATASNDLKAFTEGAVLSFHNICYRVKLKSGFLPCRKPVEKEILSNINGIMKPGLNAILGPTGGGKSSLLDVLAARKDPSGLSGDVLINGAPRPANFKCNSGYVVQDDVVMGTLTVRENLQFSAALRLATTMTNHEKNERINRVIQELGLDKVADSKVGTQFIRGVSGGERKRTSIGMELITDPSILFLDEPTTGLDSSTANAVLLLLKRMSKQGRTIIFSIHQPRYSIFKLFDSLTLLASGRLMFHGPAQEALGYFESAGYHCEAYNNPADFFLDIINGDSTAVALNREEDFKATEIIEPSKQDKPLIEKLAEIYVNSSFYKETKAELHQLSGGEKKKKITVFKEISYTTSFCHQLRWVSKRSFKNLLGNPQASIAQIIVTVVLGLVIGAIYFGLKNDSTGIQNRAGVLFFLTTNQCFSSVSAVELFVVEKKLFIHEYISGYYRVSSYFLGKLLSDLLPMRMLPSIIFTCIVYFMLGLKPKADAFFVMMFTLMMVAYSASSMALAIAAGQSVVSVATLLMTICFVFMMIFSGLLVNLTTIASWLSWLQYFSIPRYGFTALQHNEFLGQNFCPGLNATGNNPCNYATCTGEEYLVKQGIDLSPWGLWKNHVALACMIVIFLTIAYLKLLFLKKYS
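Test system: ABCG2 IgMXP3 and barcoded ABCB1 CCRF-Adr cell mix; Schedule: cells with compound and JC-1, 10 min at 25 °C, rotating, no wash; Technique: flow cytometry of retained JC-1 fluorescence; Measure: % inhibition of efflux relative to nicardipine and DMSO; Controls: nicardipine high and DMSO low controls.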
ABCB1 block: blocks JC-1 efflux by human ABCB1 transporter | actives 0.067% (n = 190,000) | inhibition, % at 6.6 µM | CCRF-Adr cells, flow cytometry | AID 1326 | P08183; in the data active = inhibition above about 40%;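 note: 0% = vehicle and 100% = reference inhibitor; higher value means more JC-1 retained so stronger ABCB1 efflux block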
Mcl1-Noxa inh: Mcl-1/Noxa interaction inhibition | Q07820 | TR-FRET Mcl-1/Noxa peptide binding, 2 h | inhibition, % at 21.7 µM | actives 1.5% (n = 220,000) | AID 1022;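 active = compounds that cut the protein-peptide binding signal by more than 50% relative to plate controls in a single-dose test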;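 note: His-tagged Mcl-1 with rhodamine Noxa BH3 peptide and terbium anti-His antibody; 0% = Mcl-1 plus Noxa peptide wells and 100% = peptide-only wells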
Bim-Mcl-1: disrupts Bim peptide binding to human Mcl-1. Q07820. Bead-based flow cytometry, Bim peptide-Mcl-1 binding. inhibition, % at 10 µM. actives 0.1% (n = 190,000). AID 1009; in the data active = inhibition above about 40%;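 note: 0% = no compound tracer wells and 100% = peptide blocker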
Numbers without * were called inactive; ? = inconclusive; · = not tested or not shown.

1	Cc1ccc(C)c(NC(=S)N(CCc2nc3cc(C)c(C)cc3[nH]2)Cc2cccnc2)c1
2	COC(=O)C1=C(C)NC2=C(C1c1ccc(O)cc1)S(=O)(=O)c1ccccc12 (centres undefined)
3	CCC(C)N(C)C(=O)c1cc2ccccc2c(-c2ccccc2Cl)n1 (centres undefined)
4	O=C(c1csc2ccccc12)N1CCCCCC1
5	O=C(NNC(=S)Nc1ccccc1)c1cccs1
screen / no.,1,2,3,4,5
Mcl1-Bid inh,-27,-11,8,-10,-8
RGS8-Gao,102,102,104,100,102
GSH fluor,13,19,14,26,34
Pf gamet viab,·,-13,·,·,·
RGS4-Gao reg,100,101,102,103,98
RGS7-Gao,100,100,96,103,102
Avidin fluor,35,7,11,39,12
ABCG2 block,6,0,-1,7,-11
ABCB1 block,1.8,0.1,0.4,0.7,-0.3
Mcl1-Noxa inh,-10,-3,-2,-5,1
Bim-Mcl-1,-5,0,-1,-4,-16

6	Cc1nn(-c2ccccc2)c(C)c1NC(=O)COc1ccc(Cl)cc1Cl
7	CCC(C)n1c(/C=C/c2ccccc2)nc2ccccc21 (centres undefined)
8	O=C(O)c1ccc(-n2cccn2)c([N+](=O)[O-])c1
9	CCOC(=O)N1CCN(C(=O)c2ccc3nc(N4CCC(C)CC4)sc3c2)CC1
10	Cc1cc2c(cc1C)CSC(c1ccccc1OC(=O)C(C)C)SC2
screen / no.,6,7,8,9,10
Mcl1-Bid inh,0,9,-2,-21,18
RGS8-Gao,107,100,100,101,101
GSH fluor,4,8,14,56,25
Pf gamet viab,·,·,-2,·,-16
RGS4-Gao reg,103,100,101,98,102
RGS7-Gao,100,97,105,97,99
Avidin fluor,15,15,9,8,30
ABCG2 block,29,13,0,3,27
ABCB1 block,3.0,1.5,-0.1,1.4,1.7
Mcl1-Noxa inh,6,4,21,-17,-5
Bim-Mcl-1,0,-6,3,1,-2

11	N/C(=N\OC(=O)Cc1ccc([N+](=O)[O-])cc1)c1ccccn1
12	Cc1ncoc1C(=O)N1CCCC(C(=O)c2ccc(-c3ccccc3)c(F)c2)C1 (centres undefined)
13	O=C(CSc1nc(-c2ccco2)cc(C(F)(F)F)n1)Nc1ccc2c(c1)CCC2
14	COC(=O)N1[C@H](C)C=C[C@]1(Cc1ccccc1)C(=O)O
15	C=CCOc1ccc2ccccc2c1CNc1ncn[nH]1
screen / no.,11,12,13,14,15
Mcl1-Bid inh,1,-35,-22,-6,-42
RGS8-Gao,98,105,109,102,102
GSH fluor,10,13,30,19,47
Pf gamet viab,-15,4,1,·,9
RGS4-Gao reg,96,102,110,103,106
RGS7-Gao,102,101,110,101,103
Avidin fluor,12,9,12,6,12
ABCG2 block,10,12,4,2,6
ABCB1 block,0.9,2.0,0.3,0.8,0.1
Mcl1-Noxa inh,19,9,-23,-7,-18
Bim-Mcl-1,0,-1,0,2,-2

16	Cc1ccc2oc(-c3cccc(NC(=O)/C=C/c4cccc([N+](=O)[O-])c4)c3C)nc2c1
17	Cc1cc(C)cc(NC(=S)N(CCCN2CCN(C)CC2)Cc2cccs2)c1
18	Cc1ccc(-n2c(SCC(=O)Nc3ccc4c(c3)OCO4)nnc2-c2cccs2)cc1
19	O=c1oc(/C=C/c2ccccc2)nc2ccccc12
20	Cc1ccc(SCC(=O)Nc2ccc(S(=O)(=O)Nc3nccs3)cc2)cc1
screen / no.,16,17,18,19,20
Mcl1-Bid inh,28,-33,-32,0,-30
RGS8-Gao,117,102,102,98,102
GSH fluor,12,11,21,13,14
Pf gamet viab,-4,-7,·,33,6
RGS4-Gao reg,102,106,100,100,104
RGS7-Gao,111,102,95,100,101
Avidin fluor,22,10,10,7,6
ABCG2 block,2,0,4,5,-7
ABCB1 block,0.3,0.4,0.8,0.6,-0.8
Mcl1-Noxa inh,26,6,11,9,19
Bim-Mcl-1,2,0,0,0,0

21	CCCN1CCN(S(=O)(=O)c2ccc(OC)c(Br)c2)CC1
22	Cc1ccc(Nc2nc(/N=C/NO)n[nH]2)cc1C
23	C/C(=N/OCO/N=C(\C)c1ccc(F)cc1F)c1ccc(F)cc1F
24	CN(C(=O)CN(c1ccccc1)S(=O)(=O)c1ccc(F)cc1)C1CCS(=O)(=O)C1 (centres undefined)
25	O=C1Nc2ccc([N+](=O)[O-])cc2OC1CCN1CCOCC1 (centres undefined)
screen / no.,21,22,23,24,25
Mcl1-Bid inh,-3,-26,5,-80,-8
RGS8-Gao,101,97,101,101,102
GSH fluor,16,25,12,·,11
Pf gamet viab,-23,-7,3,-2,0
RGS4-Gao reg,101,96,98,107,104
RGS7-Gao,100,96,104,?,108
Avidin fluor,7,8,12,7,10
ABCG2 block,2,6,1,·,28
ABCB1 block,0.6,1.0,0.1,·,1.7
Mcl1-Noxa inh,14,1,-5,24,3
Bim-Mcl-1,0,0,-3,·,-1

26	COc1ccc(Nc2nc3ccccc3n3nnnc23)cc1
27	Cc1ccc(NC(=S)NCC2CCCO2)cc1C (centres undefined)
28	Cc1[nH]c2ccc(F)cc2c1CCN(Cc1ccco1)C(=S)NC(C)(C)C
29	CCC(C(=O)Nc1ccccc1C(=O)N1CCOCC1)N1C(=O)c2ccccc2C1=O (centres undefined)
30	CC(=O)Nc1ccc(SC[C@H](Cc2ccccc2)N2CCN(CCc3ccccc3)CCC2=O)cc1
screen / no.,26,27,28,29,30
Mcl1-Bid inh,-38,-24,-26,-4,-69
RGS8-Gao,100,100,101,98,99
GSH fluor,14,15,12,13,·
Pf gamet viab,-13,-8,-16,·,·
RGS4-Gao reg,98,99,105,98,100
RGS7-Gao,101,99,107,101,?
Avidin fluor,7,8,11,14,9
ABCG2 block,3,1,8,2,·
ABCB1 block,0.3,0.3,1.0,0.7,·
Mcl1-Noxa inh,-12,12,0,4,6
Bim-Mcl-1,0,-6,0,0,·

31	CCOC(=O)C1(C(=O)OCC)C(c2ccccc2)CC(O)N1C(C)=O (centres undefined)
32	Cc1ccc(-c2cc(N)n3nc(-c4ccc(C)cc4)cc3n2)cc1
33	COC(=O)c1ccc(C(=O)OC)c(NC(=S)N2CCN(c3ccccc3F)CC2)c1
34	Cc1cc(C(=O)NNC(=O)c2ccc(S(=O)(=O)N(C)C)cc2)c(C)o1
35	COc1ccc(N(CC(=O)N2CC=C(c3ccccc3)CC2)S(=O)(=O)c2c(C)noc2C)cc1
screen / no.,31,32,33,34,35
Mcl1-Bid inh,-17,-15,-16,-63,-13
RGS8-Gao,98,99,100,104,103
GSH fluor,23,9,13,12,22
Pf gamet viab,-30,-7,·,-14,·
RGS4-Gao reg,98,101,98,103,103
RGS7-Gao,96,104,100,102,102
Avidin fluor,6,10,3,6,5
ABCG2 block,2,-1,-7,8,3
ABCB1 block,0.3,-0.5,-0.7,0.9,2.6
Mcl1-Noxa inh,-7,3,10,9,6
Bim-Mcl-1,-3,0,-1,-1,-1

36	Cc1ccc(NC(=S)NCc2ccccc2)cc1[N+](=O)[O-]
37	CCOc1cc(CNCCCN2CCOCC2)cc(Br)c1OCC(=O)Nc1cccc(C(F)(F)F)c1
38	O=C(NCC1CCCO1)C(c1ccc(F)cc1)N(C(=O)Cn1nnc(-c2ccc(F)cc2)n1)c1cccc(O)c1 (centres undefined)
39	NC(=O)[C@H]1CC2(CC(c3cccc(NC(=O)[C@H]4CCC(=O)N4)c3)=NO2)CN1C(=O)c1ccccc1C(=O)c1ccccc1 (some centres undefined)
40	CCC(=O)c1ccc(OCC(O)CN2CCCCC2)cc1 (centres undefined)
screen / no.,36,37,38,39,40
Mcl1-Bid inh,-53,21,-24,-24,-32
RGS8-Gao,97,101,100,103,99
GSH fluor,12,20,25,·,13
Pf gamet viab,-21,·,17,·,11
RGS4-Gao reg,94,100,100,101,102
RGS7-Gao,94,98,102,?,99
Avidin fluor,10,8,11,8,35
ABCG2 block,55,4,1,·,0
ABCB1 block,0.4,1.0,0.2,·,0.2
Mcl1-Noxa inh,12,18,-8,3,6
Bim-Mcl-1,-7,-1,-1,·,0

Overlap with the part before: 2 compounds, followed by the next part.
39	NC(=O)[C@H]1CC2(CC(c3cccc(NC(=O)[C@H]4CCC(=O)N4)c3)=NO2)CN1C(=O)c1ccccc1C(=O)c1ccccc1 (some centres undefined)
40	CCC(=O)c1ccc(OCC(O)CN2CCCCC2)cc1 (centres undefined)
41	O=C(Nc1ccc(S(=O)(=O)Nc2ncccn2)cc1)c1nn(Cc2ccccc2)c(=O)c2ccccc12
42	O=C(COc1ccccc1)NC(=S)Nc1ccc2c(c1)Cc1ccccc1-2
43	CC[C@@H](C)C(NC(=O)OC(C)(C)C)c1cn([C@@H](CCCCNC(=O)OC(C)(C)C)C(=O)N2CCN(C(=O)OC(C)(C)C)CC2)nn1 (some centres undefined)
44	COc1ccc2oc(=Nc3cc(F)ccc3F)c(C(N)=O)cc2c1
45	CC(C)N1CCC(N2CCN(C/C=C/c3ccccc3)CC2CCO)CC1 (centres undefined)
46	COc1cc(/C=N/NC(=O)C(=O)NCc2ccco2)cc(Br)c1O
47	Cc1ccc(N(CC(=O)NCC2CCCO2)C(=O)Cn2nnc(-c3cccs3)n2)cc1 (centres undefined)
screen / no.,39,40,41,42,43,44,45,46,47
Mcl1-Bid inh,-24,-32,-37,-34,-4,-2,-38,-22,-9
RGS8-Gao,103,99,98,113,100,102,101,103,98
GSH fluor,·,13,·,9,22,11,10,·,15
Pf gamet viab,·,11,11,-12,·,0,·,-1,-35
RGS4-Gao reg,101,102,101,102,97,100,103,100,94
RGS7-Gao,?,99,?,104,98,101,101,?,93
Avidin fluor,8,35,8,13,7,8,10,7,6
ABCG2 block,·,0,·,-1,3,37,1,·,4
ABCB1 block,·,0.2,·,-0.5,0.8,-1.0,0.3,·,1.3
Mcl1-Noxa inh,3,6,-2,52*,6,2,6,56*,7
Bim-Mcl-1,·,0,·,13,-1,-3,-1,·,-1

Filtered by structure, the entries above with a tert-butyl group (2)
28	Cc1[nH]c2ccc(F)cc2c1CCN(Cc1ccco1)C(=S)NC(C)(C)C
43	CC[C@@H](C)C(NC(=O)OC(C)(C)C)c1cn([C@@H](CCCCNC(=O)OC(C)(C)C)C(=O)N2CCN(C(=O)OC(C)(C)C)CC2)nn1 (some centres undefined)
screen / no.,28,43
Mcl1-Bid inh,-26,-4
RGS8-Gao,101,100
GSH fluor,12,22
Pf gamet viab,-16,·
RGS4-Gao reg,105,97
RGS7-Gao,107,98
Avidin fluor,11,7
ABCG2 block,8,3
ABCB1 block,1.0,0.8
Mcl1-Noxa inh,0,6
Bim-Mcl-1,0,-1
